# CCT chaperon mod: modulators of cytosolic chaperonin (CCT/TRiC) activity | AID 651819 | purified chaperonin ATPase assay, HTRF ADP detection, 30 min | activity change, % (no concentration beside the values), hits read low | 360,000 tested, 0.3% active; in the data active means activity change below about -30%; further: on the % scale 0 is the no-effect control and ±100 the full control effect
#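 Nucleotide hydrolysis assay: TRiC at 20–40 nM final (set by batch activity) with 10 uM ATP, 30 min at 37 °C, in presence of 76 uM compound. Detection by competitive ADP HTRF, 30 min ambient.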
# Akt phos inh: inhibitors of Akt phosphorylation | Neuro2A IGF-stimulated pAkt S473 HTRF, 20 min; stronger effect = lower value | 360,000 tested, 0.32% active | activity change, % for hits at 50 µM; in the data active means activity change below about -80%; inconclusive means mostly about -51% to -80%; further: on the % scale 0 is the no-effect control and ±100 the full control effect
#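 Neuro2A cells (4,500/well, DMEM with 0.5% FBS) were treated with compound at a single 50 µM final concentration, stimulated with 6 nM IGF for 20 min at 37 °C, and lysed. Phospho-Akt Ser473 was read by HTRF as 665/615 ratio ×10^4.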
# PTHR1 agonist: agonists of human PTHR1 parathyroid hormone receptor; HEK293 GP2 PTHR1 cells, GloSensor cAMP luminescence, 1 h; AID 743266; Q03431; 410,000 tested, 0.075% active; Potency, µM (series often up to 115 µM), without a hit: top-dose activation, most hits filed as activators; further: potency means the concentration at half of the fitted maximal effect; nearly all actives have a fitted effect of over 55% in size; some results filed as inactive show a strong effect at the top dose; inactives centre near -15; many of its hits are not listed in these tables
#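 HEK-293-derived GP2 cells expressing PTHR1 and a GloSensor cAMP reporter, 3,000/well, plated overnight, given luciferin plus IBMX (each 0.5 mM as added) for 1 h at 37 °C, then compound for 1 h at 37 °C. Luminescence was read after 15 min at room temperature.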
# DRD3 agonist: D3 dopamine receptor (human) agonism. max activation, %. AID 652048. D3R DiscoveRx beta-arrestin cells, luminescence, 90 min. P35462. 410,000 tested, 0.58% active; in the data active means max activation above about 30%; further: 0% is about no effect; mostly tested at two doses, the higher about 12 µM
#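 Agonist mode: compounds and dopamine controls were applied to plated cells for 90 min at 37 degrees C after an overnight attachment at 1500 cells/well. Luminescent read-out followed 30 - 60 minutes at room temperature with DiscoveRx detection reagent.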
# EPAC2 ag: activates human EPAC2 exchange factor; 360,000 tested, 0.079% active; EPAC2 activation, biochemical qHTS; response scale: 100% = 6.5 mM cAMP response; AID 720711; Potency, µM (titrated, usually from 154 µM), for inactives: top-dose activation, actives largely listed as activators; further: potency means the concentration at half of the fitted maximal effect; nearly all actives have a fitted effect of over 50% in size
# Target sequence (Q8WZA2 whole entry, looked up): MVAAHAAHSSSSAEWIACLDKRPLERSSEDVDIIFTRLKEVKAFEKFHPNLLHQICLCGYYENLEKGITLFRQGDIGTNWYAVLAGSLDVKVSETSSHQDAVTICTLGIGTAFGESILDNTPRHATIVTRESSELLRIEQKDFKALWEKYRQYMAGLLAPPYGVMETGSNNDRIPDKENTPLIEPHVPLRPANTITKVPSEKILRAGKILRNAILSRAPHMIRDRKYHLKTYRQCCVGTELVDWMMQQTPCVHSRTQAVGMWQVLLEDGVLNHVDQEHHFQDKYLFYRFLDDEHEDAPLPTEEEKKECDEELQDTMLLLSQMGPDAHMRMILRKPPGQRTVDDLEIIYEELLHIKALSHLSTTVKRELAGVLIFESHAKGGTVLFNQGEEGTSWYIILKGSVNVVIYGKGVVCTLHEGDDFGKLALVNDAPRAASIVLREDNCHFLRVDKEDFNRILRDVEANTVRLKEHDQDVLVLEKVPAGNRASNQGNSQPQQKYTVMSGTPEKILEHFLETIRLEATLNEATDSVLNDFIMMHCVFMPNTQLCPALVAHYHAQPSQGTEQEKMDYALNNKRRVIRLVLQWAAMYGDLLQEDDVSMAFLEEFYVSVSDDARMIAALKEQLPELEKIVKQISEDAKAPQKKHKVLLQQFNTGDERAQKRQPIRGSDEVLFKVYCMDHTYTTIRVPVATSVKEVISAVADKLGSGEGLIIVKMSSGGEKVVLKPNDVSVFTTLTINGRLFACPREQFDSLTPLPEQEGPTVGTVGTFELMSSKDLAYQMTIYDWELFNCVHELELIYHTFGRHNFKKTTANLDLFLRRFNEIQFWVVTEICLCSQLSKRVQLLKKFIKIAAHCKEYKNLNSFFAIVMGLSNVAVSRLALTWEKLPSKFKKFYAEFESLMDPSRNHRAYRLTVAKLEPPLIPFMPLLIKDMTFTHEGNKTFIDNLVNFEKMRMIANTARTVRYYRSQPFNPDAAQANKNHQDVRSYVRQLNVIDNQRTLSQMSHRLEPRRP
#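 Compounds were titrated in qHTS against a Rap1B-BODIPY-GDP (250 nM) complex with EPAC2 (100 nM) and GDP (50 uM). BODIPY-GDP release tracked at 480/540 nm over 30 min at room temperature, normalized to 6.5 mM cAMP.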
# D3 antag: blocks the human D3 dopamine receptor; D3R cells, DiscoveRx beta-arrestin luminescence, antagonist mode; stronger effect = lower value; 360,000 tested, 2.5% active; AID 652054; P35462; max response, negative = inhibition, %; in the data active means max response below about -50%; inconclusive means no clear call, values can overlap the other calls; further: on the % scale 0 is the no-effect control and ±100 the full control effect; mostly tested at two doses, the higher about 12 µM
#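 Cells expressing the human receptor were seeded at 1500 cells/well, incubated overnight at 37 degrees C in 5% CO2, then exposed to library compounds with dopamine controls for 90 minutes at 37 degrees C before luminescent detection.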
# EPAC2 antagonist: antagonists of human EPAC2; Potency, µM (top dose mostly 114 µM), without a hit: top-dose activity, negative = inhibition, most hits filed as inhibitors; AID 720708; 360,000 tested, 0.18% active; Q8WZA2; EPAC2 GEF exchange of Rap1B-BODIPY-GDP, fluorescence; further: potency means the concentration at half of the fitted maximal effect; on the % scale 0 is the no-effect control and ±100 the full control effect; nearly all actives have a fitted effect of over 45% in size; many of its hits are not listed in these tables
# MmCpn inh: blocks the Methanococcus maripaludis chaperonin Mm-Cpn; purified Mm-Cpn ATPase, ADP Transcreener TR-FRET; Potency, µM (series often up to 76.9 µM), for the others: at the highest dose activity, negative = inhibition, most hits filed as inhibitors; 330,000 tested, 0.031% active; AID 504842; further: potency means the concentration at half of the fitted maximal effect; on the % scale 0 is the no-effect control and ±100 the full control effect; nearly all actives have a fitted effect of over 80% in size
#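 ATP (10 uM final) was added to archaeal chaperonin (25 nM final) after 10 min exposure to test compound at 37°C; after 30 min further incubation, ADP was detected by competitive TR-FRET.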
# Numbers without * were called inactive; i = inactive; ? = inconclusive; / = no result given; [ ] = another dose, or the depositor's remark. Unless noted, the call rests on the fitted dose curve; in most records, active means well fitted curve in the direction sought with a large enough effect; inconclusive means small, poorly fitted or top-dose-only effect, or another doubt; inactive means no such curve, though single readings can be large; an effect the other way counts as inactive or inconclusive. This is a subset; count on the stated rates, not on these rows.
# Each structure is followed by: CCT chaperon mod	Akt phos inh	PTHR1 agonist	DRD3 agonist	EPAC2 ag	D3 antag	EPAC2 antagonist	MmCpn inh
NS(=O)(=O)c1cccc(NC(=O)CSc2nc3ccccc3[nH]2)c1
 : -4.5	i	-10%	-2	15%	-7	4%	0%
Cn1cc(Br)c(C(=O)N2CCN(c3cccc(Cl)c3)CC2)n1
 : -1.4	i	-12%	-5	0%	4	-11%	0%
COc1ccc(NC(=O)Cn2c(=O)cnc3ccccc32)cc1S(=O)(=O)N1CCCCC1
 : -3.6	i	i	1	5%	2	12%	-5%
CC1CN(C2CCN(C(=O)c3ccccc3Cl)CC2)CC(C)O1 (stereo not drawn)
 : -2.6	i	-9%	5	4%	0	0%	2%
CC(C)NC(=O)c1cc2c(-c3ccc(Cl)cc3)nn(C)c2s1
 : -2.6	i	i	4	-4%	0	-6%	2%
COc1ccc(-c2cc(C(=O)NC(C)C)no2)cc1
 : -2.5	i	-48%[inhibitor][57.5 µM]	10	5%	34	-1%	-1%
O=C(NCc1cccnc1)c1c[nH]c2cc3c(cc2c1=O)OCCO3
 : -2.6	i	-36%	-3	2%	-1	8%	-2%
CCOC(=O)c1sc(NC(=O)Cc2ccc(C)cc2)nc1C
 : 2.3	i	i	2	21%	-5	0%[57.1 µM]	2%
Cc1cc(Br)ccc1SCC(=O)OCC(=O)NCc1ccco1
 : 0.6	i	-9%	5	11%	7	-9%	-1%
O=C1NCCCC1C(=O)N/N=C/c1ccc([N+](=O)[O-])cc1 (stereo not drawn)
 : 1.4	i	i	0	9%	5	-7%	-1%
COCCNC(=O)C1(C)CCCN(C(=O)Cc2ccc3ccccc3c2)C1 (stereo not drawn)
 : -1.3	i	i	5	-2%	-14	16%	/
COc1ccc(NC(=O)C2CCCN2C(=O)OC(C)(C)C)cc1 (stereo not drawn)
 : -0.3	i	i	7	0%	1	3%	-2%[15.4 µM]
Cc1ccc(S(=O)(=O)NNC(=O)c2sc(=S)n(C)c2C)cc1
 : 1.0	i	-16%	-23	6%	-13	25%	2%
CN(C)C(CNC(=S)Nc1ccccc1Cl)c1cccnc1 (stereo not drawn)
 : -0.7	i	-16%	0	17%	-8	1%	3%
COCCn1c(COc2cccc(OC)c2)nnc1SCC(=O)NC1CCCCC1
 : 0.3	i	-34%[inhibitor]	-14	10%	-10	-8%	-1%
CCCCN(C(=O)CSc1nnc(-c2ccccc2OC)n1C)c1c(N)n(Cc2ccccc2)c(=O)[nH]c1=O
 : 2.3	i	i	-3	-17%	-1	26%[57.1 µM]	3%
CC1CCCCN1S(=O)(=O)c1ccc(S(=O)(=O)N(CC(=O)Nc2ccccc2)Cc2cccs2)cc1 (stereo not drawn)
 : -1.1	i	i	-11	12%	29	-5%	0%
CN(C(=O)Cn1nnc(-c2ccccc2)n1)C1CCS(=O)(=O)C1 (stereo not drawn)
 : -2.0	i	i	4	-1%	19	7%	-1%
CCOC(=O)CC(=O)CSc1ncnc2c1nnn2-c1ccc(OC)cc1
 : 0.4	i	-1%	-1	-7%	9	11%	-4%
C/C(Cl)=C\Cn1c(O)c(N=O)c2ccccc21
 : 2.0	i	i	24	11%	0	-26%	2%
Clc1ccccc1CN1CCN(CCCc2ccccc2)CC1
 : 0.6	i	-22%	-20	11%	-79*	-1%	-2%
CN=C1CC(SC)=C1c1ccc(C)cc1
 : -0.7	i	-15%[57.5 µM]	2	-5%	-8	3%	2%
CSC1=NCCN1CCOc1ccccc1
 : -0.1	i	i	-4	7%	1	3%	-2%
COc1cccc(C2C(C(=O)c3ccco3)=C(O)C(=O)N2CCN(C)C)c1OC (stereo not drawn)
 : 0.8	i	i	0	1%	0	-5%	2%
O=S(=O)(Nc1ccccc1F)c1ccc2nsnc2c1
 : 2.5	i	i	0	2%	-14	9%	1%
CN1CCN(Cc2nc3ccccc3c(=O)n2Cc2nc(-c3ccc([N+](=O)[O-])cc3)cs2)CC1
 : 0.0	i	-21%	-4	-11%	11	3%	-2%
CN1CCN(S(=O)(=O)c2cccc(C(=O)NCc3ccccc3Cl)c2)CC1
 : 1.3	i	-20%	-9	2%	15	-7%	-4%
Cc1onc(-c2ccccc2)c1C(=O)N/N=C/c1cc(Br)c(Br)o1
 : -3.3	i	-20%	-13	21%	25	-3%	0%
CC(C)NS(=O)(=O)c1ccc(NC(=S)NC(=O)c2cccc([N+](=O)[O-])c2)cc1
 : -2.8	i	-40%[inhibitor]	-59	16%	-94*	0%	0%
CCN(CC)S(=O)(=O)c1cccc(C(=O)Oc2cccc(NC(=O)c3cccs3)c2)c1
 : 2.7	i	i	-27	-3%	12	-5%	-5%

# Single values from above:
# Under CCT chaperon mod, CN(C(=O)Cn1nnc(-c2ccccc2)n1)C1CCS(=O)(=O)C1 (stereo not drawn) has -2.0
# Under D3 antag, CSC1=NCCN1CCOc1ccccc1 has 1

# Returning to the listing, starting 2 compounds before the break.
# Each structure is followed by: CCT chaperon mod	Akt phos inh	PTHR1 agonist	DRD3 agonist	EPAC2 ag	D3 antag	EPAC2 antagonist	MmCpn inh
CC(C)NS(=O)(=O)c1ccc(NC(=S)NC(=O)c2cccc([N+](=O)[O-])c2)cc1
 : -2.8	i	-40%[inhibitor]	-59	16%	-94*	0%	0%
CCN(CC)S(=O)(=O)c1cccc(C(=O)Oc2cccc(NC(=O)c3cccs3)c2)c1
 : 2.7	i	i	-27	-3%	12	-5%	-5%
C(=N\Nc1nnnn1-c1ccccc1)/c1ccncc1
 : 0.9	i	i	2	3%	1	15%	-1%
CCCCOc1ccc(C(=O)NN2CCN(C)CC2)cc1
 : -4.4	i	-11%	2	4%	10	-2%	2%
CCN(CC)C(=O)c1ccc(S(=O)(=O)NCc2cccnc2)cc1
 : -0.7	i	-17%	8	-1%	4	-2%	-1%
CC(=O)N1CC2(CC(c3ccccc3F)=NO2)CN1c1ccc(Cl)cc1 (stereo not drawn)
 : -1.8	i	-14%	-2	13%	6	-13%	/
COC(=O)COc1ccc2oc(=O)cc(-c3cc4cccc(OC)c4o3)c2c1
 : -0.9	i	-9%	-1	3%	25	-12%	-1%
CCOC(=O)C1CCN(C(=O)c2cccc(S(=O)(=O)N3c4ccccc4CC3C)c2)CC1 (stereo not drawn)
 : -0.4	i	i	-7	2%	-16	-4%	-1%
COc1ccc(C(=O)CSc2nccn2C)cc1
 : -2.4	i	4%	-12	12%	-2	5%	0%
COCCCNC(=S)N/N=C/c1ccccc1O
 : -4.2	i	0%	1	3%	-7	-4%	6%
COc1cccc(/C=N/c2sc(Cc3ccccc3)c(C)c2C(N)=O)c1O
 : -1.1	i	i	-2	-1%	17	-6%	3%
CCCCn1c(N)c(N(CC(C)C)C(=O)CCNC(=O)c2ccc(Cl)cc2)c(=O)[nH]c1=O
 : -1.1	i	-19%	1	-12%	18	2%	-1%
CC(NC(=O)CN1c2cccc3cccc(c23)S1(=O)=O)c1ccc(S(N)(=O)=O)cc1 (stereo not drawn)
 : -1.6	i	i	3	-5%	-1	-5%	1%
Cc1cc(C)c2nc(NNC(=O)c3ccc(S(=O)(=O)N4CC(C)CC(C)C4)cc3)sc2c1 (stereo not drawn)
 : -2.0	i	-39%	10	5%	15	-2%	-2%
CN(C(=O)COc1ccc(S(=O)(=O)N2CCOCC2)cc1[N+](=O)[O-])C1CCS(=O)(=O)C1 (stereo not drawn)
 : -0.3	i	i	10	-6%	10	-2%	-3%
CC1C(=O)N(Cc2cn(Cc3ccco3)nn2)CCS(=O)(=O)N1Cc1ccc(-c2cccc(N(C)C)c2)cc1 (stereo not drawn)
 : -2.4	i	-38%[inhibitor]	-7	14%	-10	-1%	/
CC1(C(=O)NS(=O)(=O)c2cccc(F)c2)CCN1C(=O)Cc1cc(F)ccc1F (stereo not drawn)
 : 0.3	i	-22%	-1	6%	?	-1%	/
Cn1cnc(S(=O)(=O)Nc2ccccc2N2CCOCC2)c1
 : -0.2	i	-12%	-4	4%	-9	2%	0%
CC1(C(=O)NS(=O)(=O)c2ccccc2)CCN1C(=O)CC(c1ccccc1)c1ccccc1 (stereo not drawn)
 : -0.2	i	i	-4	4%	-7	0%	/
Cc1cn([C@H]2C[C@H](O)[C@@H](/C=C/C(=O)NCCC(c3ccccc3)c3ccccc3)O2)c(=O)[nH]c1=O
 : 1.4	i	-20%	-19	4%	?	2%	/
O=C(Nc1cccc2ccccc12)c1onc2c1CCCC2
 : -5.3	i	-53%[inhibitor][57.5 µM]	0	-3%	22	1%	-1%
CN(C(=O)c1ccc(NC(=O)Cc2cccc(NC(=O)C3CCN(C(=O)c4ccccc4)CC3)c2)cc1)C1CC1
 : -1.3	i	i	-18	8%	11	-8%	/
C#CCNC(=O)C1=C[C@@H](c2ccc(C(F)(F)F)cc2)[C@H](CCCO)[C@@H](OCC)O1
 : 4.0	i	-37%[inhibitor]	-16	-9%	4	-19%	/
Cc1cc(C)n(-c2nc(C(=O)O)cs2)n1
 : 1.7	i	i	-2	9%	-1	6%	-3%
CCOC(=O)C1CCN(C(=O)Cn2cnc3sc(C)c(S(=O)(=O)N4CCC(C)CC4)c3c2=O)CC1
 : -0.3	i	i	-5	8%	5	6%	1%
COc1ccccc1NC(=O)CSc1nnc(-c2ccoc2C)n1C
 : 0.2	i	i	15	-2%	5	4%	-3%
O=Cc1ccc(N2Cc3ccccc3C2)cc1
 : -0.9	i	i	6	-1%	1	1%	-3%
Cc1cc(C)n(-c2nc3ccccc3[nH]c2=O)n1
 : -2.0	i	-42%[inhibitor]	-7	7%	0	-14%	-1%
O=C(c1c[nH]c(C(=O)C(Cl)(Cl)Cl)c1)c1ccc(F)cc1F
 : -0.6	i	-1%	-1	7%	-7	4%	1%
O=C(CSc1ccccn1)Nc1ccc2[nH]c(=O)[nH]c2c1
 : 0.1	i	i	-2	8%	12	1%	-4%
F[B-](F)(F)c1cc2cc(Br)ccc2s1
 : 0.4	i	i	-1	-3%	-14	?	/
Cc1ccc(NC(=O)/C(=C\c2ccccc2)NC(=O)c2ccco2)cc1
 : -1.6	i	i	-9	-8%	2	4%	0%
CCN1C/C(=C/c2ccc(OC)c(O)c2)C(=O)/C(=C/c2ccc(OC)c(O)c2)C1
 : 0.4	i	-36%[inhibitor]	2	-3%	?	13%	-9%
